# Screening data from PubChem BioAssay.
# CHO parental Ca – ATP-evoked calcium signal inhibitors, parental CHO, primary screen, counter-screen for OX1R antagonist project, cell-based, fluorescence, Fluo-8 calcium dye | parental CHO-K1, ATP-induced calcium, Fluo-8 fluorescence | inhibition, % at 5.6 µM | hit rate 0.63% among 330,000 | AID 463079, 2010;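 active means inhibition above that plate's mean sample inhibition plus 3 SD, cut at about 26% in these data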;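 further: 0% = ATP-challenged DMSO wells and 100% = DMSO wells without ATP; some compounds past the cut are filed as inactive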
#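 Test system: parental CHO cells; detection: calcium-sensitive Fluo-8 fluorescence; evaluation: percent inhibition of calcium signal; also added: ATP as calcium-mobilizing challenge; repeats: one well per compound; control set: ATP-challenged DMSO wells low, unchallenged DMSO wells high; compound: single nominal dose of 5.6 µM per compound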
# CHO-K1 Ca antag – counter-screen for M1 antagonists: effect in parental CHO-K1 cells. hit rate 0.6% among 360,000. inhibition, % at 3 µM. AID 602250. ATP-induced calcium, Fluo-8 fluorescence;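 active means inhibition above a per-plate cutoff, the plate's mean sample inhibition plus 3 SD, cut at about 24% in these data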;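 further: 0% = DMSO plus EC80 ATP and 100% = DMSO alone without ATP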
# OXTR agonist – human OXTR agonists, primary screen, fluorescence, CHO-OTR cells, Fluo-8 calcium | Oxytocin receptor (Homo sapiens), P30559 | Fluo-8 calcium fluorescence; normalized: DMSO 0%, oxytocin 100% | hit rate 0.32% among 320,000 | activation, % at 3 µM;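 active means activation above the mean of all tested compounds plus 3 SD, cutoff set per screening run, cut at about 20% in these data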;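 further: peak over basal fluorescence ratio from a 100 s FLIPR kinetic read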
# OXTR potentiate – human OXTR potentiators, primary screen, fluorescence, CHO-OTR cells, Fluo-8 calcium; Oxytocin receptor (Homo sapiens), P30559; Fluo-8 calcium fluorescence, potentiator mode; 0% = oxytocin EC15, 100% = EC100; hit rate 0.061% among 320,000; activation, % at 3 µM; AID 2445, 2010;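 active means activation above that plate's cutoff, the mean activation of tested compounds plus 3 SD, cut at about 6.6% in these data, passing the limit was not always enough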;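 further: 100% uses oxytocin at 75 nM as the full agonist control; some results filed as inactive read as strong as hits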
#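 assay system = CHO-OTR cells, human receptor | schedule = compound 6 min at room temperature before oxytocin, 100 s read | detection = Fluo-8 intracellular calcium fluorescence, ex 470-495, em 515-575 nm | evaluation = normalized max/min fluorescence ratio, % activation | control set = EC15 oxytocin alone as 0%, 75 nM oxytocin (EC100) as 100%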
# GPR7 antagonist – GPR7 receptor antagonists, primary screen, cell-based, fluorescence, single concentration | Neuropeptides B/W receptor type 1 (Homo sapiens), P48145 | hit rate 1.1% among 290,000 | GPR7-expressing cells, fluorescence antagonist assay | inhibition, % at 4.4 µM | AID 1861, 2009; in the data active means inhibition above about 16%, passing the limit was not always enough;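 further: cells stimulated with the agonist NPW; 0% = agonist with vehicle and 100% = vehicle without agonist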
# Target sequence (P48145 whole entry, looked up): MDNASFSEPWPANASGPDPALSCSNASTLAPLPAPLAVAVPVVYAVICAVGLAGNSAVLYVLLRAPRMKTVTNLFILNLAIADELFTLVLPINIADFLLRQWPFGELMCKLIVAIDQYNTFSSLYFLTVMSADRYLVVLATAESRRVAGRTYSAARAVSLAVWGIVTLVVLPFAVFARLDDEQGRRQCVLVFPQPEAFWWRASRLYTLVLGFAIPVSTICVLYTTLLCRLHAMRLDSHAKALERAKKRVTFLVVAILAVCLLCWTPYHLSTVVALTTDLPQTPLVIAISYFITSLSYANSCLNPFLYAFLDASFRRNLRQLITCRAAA
# M1 ag parental – counter-screen for M1 agonists: effect in parental CHO-K1 cells | Fluo-8 calcium fluorescence; scaled to maximal ATP response, vehicle zero | activation, % at 3 µM | hit rate 0.48% among 360,000 | AID 602248, 2012; in the data active means activation above about 15%;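 further: untransfected CHO-K1 host cells lacking M1 receptor as counterscreen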
# CHO-K1 Ca PAM – nonselective calcium activators in parental CHO-K1 cells, primary screen, counter-screen for M1 PAM project, cell-based, Fluo-8 calcium fluorescence, full deck, 1536-well; AID 602247, 2012; hit rate 0.02% among 360,000; ATP EC20; 0% at ATP EC20, 100% at ATP max; activation, % at 3 µM;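 active means activation above the run cutoff, the mean activation of all test compounds plus 3 SD, cut at about 40% in these data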;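 further: peak over basal fluorescence ratio in a 140 s read after ATP addition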
# V1aR counter – agonists of human V1a receptor, primary screen, counter-screen for OXTR agonist project, fluorescence, CHO-V1R cells | Vasopressin V1a receptor (Homo sapiens), P37288 | Fluo-8 calcium fluorescence, agonist mode; 0% DMSO, 100% 3 nM vasopressin | activation, % at 3 µM | hit rate 0.25% among 320,000 | AID 2797, 2010;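 active means activation above the mean activation of all tested compounds plus 3 SD, per screening run, cut at about 20% in these data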;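 further: signal is peak over basal fluorescence ratio across a 100 second FLIPR read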
# Target sequence (P37288 whole entry, looked up): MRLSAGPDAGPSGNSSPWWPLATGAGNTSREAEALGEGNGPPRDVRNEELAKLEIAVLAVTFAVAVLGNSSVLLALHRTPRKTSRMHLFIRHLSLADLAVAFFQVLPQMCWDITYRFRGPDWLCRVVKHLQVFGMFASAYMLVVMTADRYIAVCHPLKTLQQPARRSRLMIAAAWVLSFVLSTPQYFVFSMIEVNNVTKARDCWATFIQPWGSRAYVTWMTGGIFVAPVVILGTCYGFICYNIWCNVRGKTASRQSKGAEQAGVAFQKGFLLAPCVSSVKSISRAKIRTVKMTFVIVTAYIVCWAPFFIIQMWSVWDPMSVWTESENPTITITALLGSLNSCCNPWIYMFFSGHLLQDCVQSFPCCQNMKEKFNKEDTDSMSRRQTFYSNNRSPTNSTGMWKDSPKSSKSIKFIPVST
# TAAR1 antag – human TAAR1 antagonists, primary screen, Fluo-8 calcium fluorescence, CHO RD-HGA16 cells | antagonist | inhibition, % at 3 µM | hit rate 1.5% among 360,000 | AID 624466, 2012;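 active means inhibition above a per-plate cutoff, the mean inhibition of test compounds on that plate plus 3 SD, cut at about 49% in these data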;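 further: 0% = DMSO plus EC80 beta-PEA response and 100% = DMSO alone without agonist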
# Target sequence (Q96RJ0 whole entry, looked up): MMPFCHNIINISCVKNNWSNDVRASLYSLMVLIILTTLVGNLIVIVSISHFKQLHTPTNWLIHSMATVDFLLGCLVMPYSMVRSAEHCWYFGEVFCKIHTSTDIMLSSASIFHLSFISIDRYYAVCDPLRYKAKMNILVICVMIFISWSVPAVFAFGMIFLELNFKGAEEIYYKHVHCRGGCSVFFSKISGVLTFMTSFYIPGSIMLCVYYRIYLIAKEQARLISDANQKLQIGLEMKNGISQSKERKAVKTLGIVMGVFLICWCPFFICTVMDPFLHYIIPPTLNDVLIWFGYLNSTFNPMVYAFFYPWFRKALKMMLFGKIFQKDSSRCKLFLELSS
#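 Material: RD-HGA16 CHO cells with stable hTAAR1 and Gα16; Dosing: single nominal final test compound concentration of 3 µM; Schedule: seeding 17-24 h prior, 75-min 37 °C, 30-min RT dye loading; Detection: kinetic Fluo-8 calcium fluorescence measurement; Measure: % inhibition from peak post-agonist over basal fluorescence ratio; Benchmarks: vehicle and agonist controls.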
# Active calls of the source: *; . = no result given.
SMILES,CHO parental Ca,CHO-K1 Ca antag,OXTR agonist,OXTR potentiate,GPR7 antagonist,M1 ag parental,CHO-K1 Ca PAM,V1aR counter,TAAR1 antag
O=C(O)c1ccc(N2CCCC2=O)cc1,-2,-10,4.4,-13,-8,0.7,19,0.6,8
O=S(=O)(Nc1cccc(-c2cn3c(n2)SCC3)c1)c1cccs1,-3,-4,8.1,-11,-6,1.6,3,5.7,-1
CCOC(=O)C(Sc1cc(-c2ccccc2)nc2ncnn12)C(C)=O (stereo not drawn),-15,-5,-0.9,0,8,2.3,20,1.5,-12
C=CCn1c(=O)/c(=C/c2ccc(C)o2)s/c1=C(/C#N)C(=O)c1ccccc1,7,19,5.4,-11,-2,0.6,-6,8.7,12
Cc1cc(C)n(-c2ccc(C(=O)NCc3ccc4c(c3)OCO4)cc2)n1,-7,3,-0.3,-7,-7,1.0,9,-0.8,-4
O=C(CCCN1CCN(c2ccccn2)CC1)c1ccc(F)cc1,-20,-1,-0.3,7,.,0.0,2,0.6,-20
CCOC(=O)c1c(-c2ccccc2)csc1NC(=O)CSc1nnnn1C,-17,-40,-1.1,-4,-5,5.2,12,-0.5,28
CC(=O)NCCn1c(SCC(=O)c2ccccc2)nc2ccccc2c1=O,-18,0,-0.2,-6,-4,2.9,22,-0.2,-5
COc1cc(CC(=O)OC2CCOC2=O)cc(OC)c1OC (stereo not drawn),-14,-13,0.0,-8,-5,0.0,14,1.5,1
Clc1ccc(-n2nnnc2SCc2c(-c3ccccc3)nc3sccn23)cc1,-22,4,-0.2,-2,-6,0.0,-7,-0.4,4
CN1CCN(C(=O)C2(NC(=O)Nc3cccc(F)c3)CCCCC2)CC1,-1,-8,-0.9,-5,-11,0.1,11,-0.1,-7
O=C(CSCc1ccc(Cl)cc1)NCc1ccc2c(c1)OCO2,-21,-3,-1.6,-9,4,0.0,13,-0.4,12
CC(SCc1ccccc1)C(=O)N/N=C/c1ccc(OCC(=O)NCc2ccco2)cc1 (stereo not drawn),-2,-3,0.4,-2,-4,6.7,23,10,12
CCCS(=O)(=O)N1CCC(C(=O)NCC2CCCO2)CC1 (stereo not drawn),6,-10,-0.6,-3,-9,0.6,25,-0.3,-15
Cc1nn(C)c(C)c1NC(=O)c1ccc(Br)o1,12,-10,-0.6,-4,-7,0.9,12,0.4,-24
CC[C@]12c3[nH]c4cc(-c5ccco5)ccc4c3CCN1C(=O)[C@@H](CC(=O)NCCC1=CCCCC1)C[C@@H]2C(=O)N1CCN(C(=O)C2CC2)CC1,-35,10,.,.,.,0.0,-1,.,-4
O=C(c1ccc(S(=O)(=O)NCc2ccco2)cc1)N1CCCC(C(F)(F)F)C1 (stereo not drawn),-9,5,1.9,-14,.,0.8,-16,3.4,-1
O=C(NCC1CCCN(C(=O)c2cccnc2)C1)c1ccc(-c2ccccc2)cc1 (stereo not drawn),-19,-11,0.1,1,13,2.7,10,0.5,-7
Cc1nccn1-c1ccc(NC(=O)[C@H]2O[C@@H](n3ccc(N)nc3=O)[C@H](O)[C@@H]2O)cc1,.,-16,.,.,.,0.8,13,.,-15
O=C(COC(=O)COc1ccccc1F)Nc1ccc(Cl)cn1,0,5,0.6,-3,-10,0.2,-17,0.2,9

# Continued, starting with the last three of the part before.
SMILES,CHO parental Ca,CHO-K1 Ca antag,OXTR agonist,OXTR potentiate,GPR7 antagonist,M1 ag parental,CHO-K1 Ca PAM,V1aR counter,TAAR1 antag
O=C(NCC1CCCN(C(=O)c2cccnc2)C1)c1ccc(-c2ccccc2)cc1 (stereo not drawn),-19,-11,0.1,1,13,2.7,10,0.5,-7
Cc1nccn1-c1ccc(NC(=O)[C@H]2O[C@@H](n3ccc(N)nc3=O)[C@H](O)[C@@H]2O)cc1,.,-16,.,.,.,0.8,13,.,-15
O=C(COC(=O)COc1ccccc1F)Nc1ccc(Cl)cn1,0,5,0.6,-3,-10,0.2,-17,0.2,9
O=S(=O)(Cc1ccccc1Cl)c1ncn[nH]1,14,-5,0.2,-2,-13,3.8,10,0.3,-25
CC(C)CNC(=O)CN(C)S(=O)(=O)c1ccc(F)cc1,-4,-7,0.7,0,11,-0.2,5,0.9,-17
C=C(C)C(=O)OC1(C(F)(F)F)Oc2cc(C)ccc2NC1=O (stereo not drawn),0,-5,-2.7,2,22,0.1,6,-1.5,-3
Cc1cc(NC(=S)N(CCN2CCCCC2)Cc2ccco2)ccc1Cl,-15,-11,-0.2,-4,9,1.0,9,-1.2,-38
Cn1c(=O)c2c(nc(N3CCCCCC3)n2Cc2cccc3ccccc23)n(C)c1=O,-27,-3,0.7,-7,-6,0.6,12,0.7,11
Oc1c(Cl)cc(Cl)cc1C1Nc2ccccc2-n2cccc21 (stereo not drawn),-8,14,1.2,-4,2,0.2,-20,-1.3,5
Cc1nnc(N(C)C(=O)c2ccccn2)s1,-2,10,0.6,-13,-11,0.3,8,-0.2,-2
CC(=O)N1c2ccc(S(=O)(=O)N(C)CC(=O)Nc3cccc(C)c3)cc2CC1C (stereo not drawn),-16,-15,6.5,-12,6,7.8,-7,8.4,8
O=C(COC(=O)c1ccc(S(=O)(=O)C(F)F)cc1)NC(=O)NC1CCCCC1,-17,-6,0.3,-5,.,1.0,12,-0.1,-19
COC(=O)c1ccc(C(=O)N2CCCC(Nc3ccc(C(C)C)cc3)C2)nc1 (stereo not drawn),-22,-12,2.6,5,-21,3.0,3,4.6,-2
Cc1nn(-c2ccccc2)c2sc(C(=O)OCn3nnc4ccccc4c3=O)cc12,-12,-9,-1.0,-1,-12,0.6,23,-0.4,-8
COc1cc2sc(C)nc2c2sccc12,-6,13,-2.1,-11,0,-0.9,6,-0.8,-7
COc1cccc(C(=O)N2CCN(Cc3ccccc3C(F)(F)F)CC2)c1,7,2,-0.7,-1,-10,0.5,11,-0.7,-6
COC(=O)c1ccc(COC(=O)CNC(=O)c2ccc(OC)cc2)cc1,-8,-17,-0.6,0,.,0.6,18,-0.4,-19
CCOC(=O)C(=O)CC(=O)c1ccc2c(c1)OCCO2,-11,2,0.0,-5,3,0.1,12,0.7,-3
CCOC(=O)c1c(C)noc1CP(=O)(c1ccccc1)c1ccccc1,-19,-1,-0.4,-9,5,0.1,22,-0.6,-18
Cc1ccc2cc(CCNC(=O)c3ccc4c(c3)OCO4)c(=O)[nH]c2c1,-18,1,0.1,-8,-10,1.8,7,1.9,0
COc1cc(OC)nc(Oc2ccccc2C(=O)Oc2ccc(C)cc2)n1,-16,-10,-1.7,-5,-21,-0.8,-7,-0.9,4
Cc1cc(F)cc(-c2cc(C(=O)NCc3ccco3)[nH]n2)c1,.,6,.,.,.,0.8,-8,.,-14
O=C(NNC1CC(=O)N(c2ccc(Br)cc2)C1=O)c1cccnc1 (stereo not drawn),5,-3,1.4,-6,-8,0.6,-2,0.3,6
O=C(c1ccco1)N(Cc1cc2ccccc2[nH]c1=O)CC1CCCO1 (stereo not drawn),-5,-4,0.5,-13,5,0.1,-1,0.0,0
O=C(Cc1ccc(Cl)cc1)Nc1ccc(NC(=O)c2cccs2)cc1,-3,4,0.5,-9,2,1.0,7,0.3,2
COc1ccc(S(=O)(=O)N2CCN(c3ncccn3)CC2)cc1OC,-7,-6,1.0,6,21,2.3,13,3.8,2
COc1cc(C)nc(Nc2nc(C)c(C(C)=O)s2)n1,-6,-12,-2.8,2,-9,-0.1,21,0.7,-11
Cc1cccc(C#CC2=CC(=O)CC(C)(C)C2)c1,.,2,.,.,.,0.6,2,.,-11
Cc1[nH]c2ccc(C(=O)N3CCN(c4cccc(Cl)c4)CC3)cc2c1C,-21,-15,6.0,-12,1,3.6,7,4.9,16
CCCNCC1C(Oc2ccc(Cl)cc2)C(=O)N1c1ccccc1C (stereo not drawn),-22,-9,2.2,-9,11,0.3,17,1.4,6
CCN(C(=O)CSc1nncs1)c1c(N)n(Cc2ccccc2)c(=O)[nH]c1=O,-3,-9,0.4,-7,-4,0.0,-4,-0.4,-2
Fc1cccc(Cl)c1CNn1cn[nH]c1=S,-3,1,0.3,-9,-15,0.2,17,0.2,14
O=C(O)CN1C(=O)/C(=C\c2cccc(OC(=O)c3ccco3)c2)SC1=S,-1,-4,-0.1,-5,1,0.7,9,-0.2,-11
COC(=O)c1cn(S(=O)(=O)c2ccccc2)c2ccccc12,-22,1,-1.6,-14,-26,0.7,-2,-0.4,-29
Oc1c(C(c2ccccc2)N2CCCCC2)ccc2ccccc12 (stereo not drawn),.,-7,.,.,.,0.6,6,.,-8
O=C(CCNC(=O)c1ccccc1)Nc1ccc(F)c(Cl)c1,-1,-4,0.3,-4,-1,1.6,26,0.5,10
COCCCNC(=O)CCCC(=O)NCCCOC,-8,-2,1.1,-2,-2,0.0,2,-0.4,-1
CCc1ccc(CNC(=O)c2ccc(OC)c(OC3CCN(C(C)C)CC3)c2)nc1,-13,-1,-0.2,0,2,0.1,-11,-0.7,-29
Cc1cc(C)n2c(Nc3ccc4c(c3)OCCO4)c(-c3ccc(F)cc3)nc2n1,.,11,.,.,.,-0.4,-4,.,-4
CC(C)(C)NC(=O)C1(C)CCC(=O)N1CCCn1ccnc1 (stereo not drawn),.,2,.,.,.,0.3,1,.,-15
COc1ccc(/C=C(/NC(=O)c2cccs2)C(=O)NCc2ccco2)cc1OC,-12,-13,-0.8,0,-2,0.2,23,-0.6,-6
Cc1cccc(OCC(=O)NCCCNC(=O)c2cnccn2)c1,-6,-2,4.9,-6,-4,1.1,-1,5.8,-9
O=C(CSCc1ccccc1Br)N/N=C/c1ccc2c(c1)OCO2,3,1,7.4,-10,8,9.8,11,7.2,28
CCOc1ccc(-n2c(=O)c3c(C)c(C(=O)N(C)C)sc3n(CC(=O)Nc3ccccc3F)c2=O)cc1,4,-12,-0.1,-16,-6,1.7,2,-0.7,-30
O=C(NNC(=O)c1ccccc1Cl)c1ccco1,-12,3,0.8,-9,-9,0.0,-15,0.7,-1
Cc1ccc(C(=O)N2CCN(c3ccc(C(F)(F)F)cn3)CC2)cc1,-19,7,0.8,-4,2,0.3,-2,2.2,10

# Not a hit list; about 3.5% have a hit in one of these screens.
